Screening data as filed in PubChem BioAssay.
TNAP inh hi DEA: inhibitors of human TNAP at high phosphate acceptor concentration; P05186; purified TNAP, CDP-star luminescence, 1 M DEA; inhibition, % at 20 µM; actives 0.03% (n = 200,000); AID 1135;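 active = over 50% inhibition of tissue-nonspecific alkaline phosphatase at 20 µM in the single-dose screen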;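 also: plate controls were DMSO wells for no effect and EDTA-quenched wells as full inhibition for full effect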
PMI activator: increases human mannose-6-phosphate isomerase activity | P34949 | AID 1214 | actives 0.005% (n = 190,000) | purified human PMI, coupled resazurin fluorescence, 20 min; stronger effect = higher value; 1 = vehicle control, 0 substrate-free wells | activation factor at 20 µM;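 active = activation factor of 2 or more at 20 µM, relative to plate controls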
Target sequence (P34949 whole entry, looked up): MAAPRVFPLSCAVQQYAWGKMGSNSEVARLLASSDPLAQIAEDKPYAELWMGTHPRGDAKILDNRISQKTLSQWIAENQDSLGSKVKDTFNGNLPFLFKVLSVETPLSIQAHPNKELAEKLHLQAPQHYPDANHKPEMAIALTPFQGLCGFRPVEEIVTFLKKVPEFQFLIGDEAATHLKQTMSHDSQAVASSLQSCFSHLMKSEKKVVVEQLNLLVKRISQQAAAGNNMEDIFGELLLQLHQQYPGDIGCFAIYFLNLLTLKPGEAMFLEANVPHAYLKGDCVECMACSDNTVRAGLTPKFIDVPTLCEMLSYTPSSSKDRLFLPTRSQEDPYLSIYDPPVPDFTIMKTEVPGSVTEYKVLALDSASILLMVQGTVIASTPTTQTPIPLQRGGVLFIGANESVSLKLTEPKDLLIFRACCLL
bIAP activator: increases bovine intestinal alkaline phosphatase activity; AID 1016; purified bovine IAP, CDP-star luminescence, 30 min; stronger effect = higher value; fold of DMSO-control signal, blank-subtracted; activation factor at 20 µM; actives 0.17% (n = 200,000);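 active = activation factor of 2 or more at 20 µM, a signal rise over negative controls twice the positive control's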
TNAP inh noacc: inhibitors of human TNAP without phosphate acceptor; actives 0.26% (n = 200,000); AID 1012; purified TNAP, CDP-star luminescence, 30 min; inhibition, % at 20 µM; P05186;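 active = tissue-nonspecific alkaline phosphatase inhibition above about 50% at 20 µM in the single-dose screen, limit read from the data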;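 also: 0% = DMSO negative control and 100% = EDTA positive control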
APP 5'UTR act: activates APP 5'UTR luciferase reporter | activation, % at 2 µM | SH-SY5Y APP 5'UTR luciferase reporter, luminescence; zero percent = DMSO vehicle wells | actives 1% (n = 190,000);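 active = activation above a set limit, based on mean plus 3 SD of controls, cut at about 140% in these data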; also: values of inactives mirror those of a sister screen read the other way
NF-kB expr up: raises NF-kB expression in human neuronal cells | NF-kB reporter expression; stronger effect = higher value | fold change at 12.5 µM | actives 1.6% (n = 190,000) | AID 1239; in the data active = fold change above about 3.3
FLuc act counter: affects firefly luciferase, flagging false hits in luciferase stimulation screens | ATPlite luciferase biochemical, luminescence, 10 min; 0 = ATP-free wells, 1 = DMSO control | P08659 | activation factor at 10 µM | 200,000 tested, under 10 active;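 active = luciferase activation factor, scaled between plate controls, of at least 2 with compound at 10 µM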
Target sequence (P08659 whole entry, looked up): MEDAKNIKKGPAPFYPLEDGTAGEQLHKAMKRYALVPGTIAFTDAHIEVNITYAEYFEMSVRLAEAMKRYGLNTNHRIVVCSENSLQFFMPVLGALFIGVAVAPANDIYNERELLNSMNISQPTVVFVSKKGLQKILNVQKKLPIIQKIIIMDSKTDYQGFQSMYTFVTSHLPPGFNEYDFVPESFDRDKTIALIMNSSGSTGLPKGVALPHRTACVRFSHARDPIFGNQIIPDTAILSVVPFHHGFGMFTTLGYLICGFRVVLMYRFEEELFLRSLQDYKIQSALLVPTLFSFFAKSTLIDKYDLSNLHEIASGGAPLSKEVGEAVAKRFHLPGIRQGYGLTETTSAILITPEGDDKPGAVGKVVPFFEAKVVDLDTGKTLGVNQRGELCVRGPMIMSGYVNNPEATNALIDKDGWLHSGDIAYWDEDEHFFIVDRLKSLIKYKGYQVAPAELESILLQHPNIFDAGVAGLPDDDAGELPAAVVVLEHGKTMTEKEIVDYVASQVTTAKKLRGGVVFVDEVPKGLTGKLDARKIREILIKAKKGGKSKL
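System: luciferase plus luciferin reagent, cell-free; medium: PBS as buffer for the ATP substrate; dosing: test compounds dosed from 2 mM stocks in 100% DMSO; timing: 10 min post-reagent at room temperature; measured by: luminescence measurement of luciferase light output; evaluation: luciferase activation, seen as luminescence increase over controls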
TNAP act hiacc: activators of human TNAP at high phosphate acceptor concentration; purified TNAP, CDP-star luminescence, 1 M DEA, 30 min; stronger effect = higher value; 0 = EDTA background, 1 = DMSO-only activity; P05186; 200,000 tested, under 10 active; activation factor at 20 µM;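 active = activation factor at least 2 at 20 µM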
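system = human TNAP | amount = enzyme diluted 1/800 final | reagent = 100 µM CDP-star substrate | signal = luminescent substrate turnover signal | dosing = one dose, 20 µM | benchmarks = EDTA negative control, DMSO positive control | measure = activation factor | timing = 30 min reaction, room temperature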
FLuc inhib CS: inhibits firefly luciferase, flagging false hits in luciferase inhibition screens | P08659 | ATPLite firefly luciferase biochemical luminescence, 10 min | inhibition, % at 10 µM | actives 1.5% (n = 200,000) | AID 1006;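 active = inhibition above about 50% when tested at 10 µM, limit read from the data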
PMI act satM6P: PMI (human) activation, high substrate; activation factor at 20 µM; coupled PMI enzyme assay, resazurin fluorescence, 20 min; stronger effect = higher value; 1 = untreated enzyme, 0 = substrate-free blank; AID 1216; actives 0.34% (n = 190,000);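 active = activation factor of 2 or more at 20 µM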
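Technique: Diaphorase-driven resazurin-to-resorufin fluorescence, excitation 544, emission 590 nm | Assay system: Human PMI in coupled enzyme assay | Times: Enzyme reaction with compound 20 min at room temperature | Medium: HEPES-buffered pH 7.4 with magnesium and detergent | Reagent: Mannose-6-phosphate 1.0 mM (near-saturating) plus 0.22 mM NADP+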
* = called active by the depositor; / = not tested or not shown.

SMILES	TNAP inh hi DEA	PMI activator	bIAP activator	TNAP inh noacc	APP 5'UTR act	NF-kB expr up	FLuc act counter	TNAP act hiacc	FLuc inhib CS	PMI act satM6P
Cc1ccc(-c2cc(C(F)(F)F)n3nc(C(=O)NCCCn4ccnc4)cc3n2)cc1C	0	0.9	1	-3	1	0.83	1	1	-5	0.8
Nc1ccc(C(=O)OCCCc2nc3ccccc3[nH]2)cc1	0	1	0.9	17	1	1.1	0.9	1	11	1.1
COc1cccc(/C=N/Nc2ncc(C(F)(F)F)cc2Cl)c1O	2	1.1	0.9	-10	-80	1.9	1	1	-1	1.2
C=CCn1c(SCC(=O)Nc2ncc(Cc3ccc(C)c(Cl)c3)s2)nnc1-c1ccncc1	2	0.8	1	1	11	0.93	1	1	-3	0.9
CCOC(=O)CC(=O)CSc1nc2ccccc2c(=O)n1-c1ccc(C(=O)NCCOC)cc1	0	1	1	-20	0	1	1	1	-4	1
CC1CC(C)(C)NC(=S)N1CC(=O)NCc1ccccc1Cl (stereo not drawn)	-2	1	1	2	18	1.6	1.1	1	-7	1
Cc1ccc(NC(=O)CN(C)C(=O)CCC(=O)c2cccs2)cc1	0	0.9	0.8	-1	18	1.3	1	1	0	1
CC(C)CN1C(=O)NC(NC(=O)c2cccnc2)(C(F)(F)F)C1=O (stereo not drawn)	-7	1	1	-10	9	1	1.1	1.1	-10	0.9
COc1ccc(OC)c(C2NC(=O)NC(C)=C2C(=O)Nc2ccc(C)cc2C)c1 (stereo not drawn)	-3	1	1	-8	0	0.97	0.9	1	6	0.9
CCC(=O)N1CCc2cc(S(=O)(=O)NCCC(=O)N3CCN(Cc4ccccc4)CC3)ccc21	-5	1	1	-19	-9	0.83	1.1	1.1	-7	1
CNC(=O)c1ccc(OCc2ccccc2)c(OC)c1	-3	1	0.9	-9	16	1.4	1	1	0	1
CCc1nnc2n1N=C(c1ccc(OC)cc1)CS2	-6	1	0.9	-12	4	1.2	1.1	1.1	-9	1.1

(continued)
SMILES	TNAP inh hi DEA	PMI activator	bIAP activator	TNAP inh noacc	APP 5'UTR act	NF-kB expr up	FLuc act counter	TNAP act hiacc	FLuc inhib CS	PMI act satM6P
CC12Cc3ccc4ccccc4c3C=C1C[N+](C)(C)C2 (stereo not drawn)	-4	0.9	0.8	-18	3	0.96	1.1	1	-6	1
COc1ccc(-c2csc(N)n2)cc1F	-7	0.9	1.1	-6	46	1.8	0.8	1.1	18	0.8
CCn1cc([N+](=O)[O-])c(C(=O)Nc2nc(-c3ccc(C)cc3)c(C)s2)n1	-2	1.1	0.9	-3	-2	1.1	1.1	1	-5	1.1
CC(Cc1cccs1)NC(=O)Nc1ccc([N+](=O)[O-])cc1 (stereo not drawn)	0	0.9	0.8	-12	29	1.4	1	1	1	0.9
CCOCC(=O)Nc1nnc(SCCOC)s1	0	1	0.9	-8	0	1.1	1	1	-2	1.1
COc1nccnc1NS(=O)(=O)c1ccc(N=Cc2c(C)[nH]n(-c3ccc(C)c(C)c3)c2=O)cc1	-2	1	1.1	-2	8	1.3	0.8	1	23	1
Cc1ccc2c(c1)-c1[nH]c(=S)ncc1CS2	2	0.9	1	-3	15	1.4	1	1	-5	0.9
COc1ccc(OC)c(NC(=O)CCNC(=O)Cn2cnc3ccccc3c2=O)c1	-1	1	1.1	-8	-1	1.1	1	1	-2	0.9
CCOC(=O)c1ccc(NC(=S)N2CCN(Cc3ccccc3)CC2)cc1	0	0.9	1	-2	-7	1.1	0.8	1	19	0.9
CC1(C)CC(=O)N(CC(=O)NCc2ccc(F)cc2)c2ccccc2S1(=O)=O	-8	0.9	0.9	-12	6	1	1.1	1.1	-9	0.9
CS(=O)(=O)c1ccc2nc(NC(=O)c3cccc(NS(=O)(=O)c4ccc(F)c(F)c4)c3)sc2c1	-1	0.8	0.9	-13	3	0.75	0.9	1	13	0.6
C=CCc1ccc(OCC(O)COCC)c(OC)c1 (stereo not drawn)	1	0.9	0.9	-8	47	2.1	0.8	1	18	1

Going on with the list.
SMILES	TNAP inh hi DEA	PMI activator	bIAP activator	TNAP inh noacc	APP 5'UTR act	NF-kB expr up	FLuc act counter	TNAP act hiacc	FLuc inhib CS	PMI act satM6P
O=C(NNC(=O)c1ccc(NC(=O)c2ccccc2)cc1)c1ccccc1	-1	1.1	1	-15	2	1.1	1	1	-3	1
Cc1ccccc1/C=C1\SC(=S)N(/N=C/c2cc([N+](=O)[O-])ccc2O)C1=O	7	1	1	-94	9	1.3	1	0.9	-2	0.9
Cc1nn(-c2cccc([N+](=O)[O-])c2)c(N)c1-c1ccccc1	-6	0.9	0.9	-14	49	3.2	0.8	1.1	16	1
CC(C)(C)OC(=O)N1CCOCCOCCN(C(=O)OC(C)(C)C)CCOCC1	-4	1	1	-12	-11	1.1	1.1	1	-6	1.1
COc1cccc(OCC(O)CN2CCN(CCO)CC2)c1 (stereo not drawn)	-3	0.9	1	-14	-6	1.2	1.1	1	-9	1
Cc1ccc(C(=O)NC(C)c2ccccc2)o1 (stereo not drawn)	-2	0.9	1	0	22	1.2	0.9	1	8	0.9
CCc1ccc(-c2nc(CCl)cs2)cc1	0	0.9	0.9	-16	48	2.6	0.4	1	65*	1
CC1(C)OC(=O)C(=CNc2cccc(O)c2)C(=O)O1	-2	1.1	0.9	-1	3	1.1	0.9	1	14	1
CCC(CC)c1nnc(NS(=O)(=O)Cc2ccccc2)s1	-1	1	1	-7	-5	1.4	1	1	-3	1.1
Cc1ccc(OCc2n[nH]c(=S)n2-c2ccccc2)cc1C	-5	0.9	0.9	-26	-3	1.1	1	1.1	-2	1
CCc1c(C)[nH]n(CCC#N)c1=O	-11	1	0.9	-8	1	1.1	1.1	1.1	-10	0.9
Cc1csc(SCC(=O)NC(C)c2ccccc2)n1 (stereo not drawn)	1	1.2	1	-9	8	1.2	1	1	-4	1.2

Continued:
SMILES	TNAP inh hi DEA	PMI activator	bIAP activator	TNAP inh noacc	APP 5'UTR act	NF-kB expr up	FLuc act counter	TNAP act hiacc	FLuc inhib CS	PMI act satM6P
CCC(=O)N1CCc2cc(S(=O)(=O)NC(C(=O)NCc3ccc(C)cc3)C(C)C)ccc21 (stereo not drawn)	-8	1.1	1.1	-8	-2	1.1	1.1	1.1	-11	0.9
O=C(O)c1ccc(COc2c(F)c(F)c(F)c(F)c2F)o1	0	1.2	1	-1	4	1.1	1.1	1	-6	1.2
Fc1cccc(COc2ccccc2C(=S)N2CCCC2)c1	-5	1	0.7	-13	16	1.1	1.1	1.1	-9	0.9
CC1CCN(C2(O)C(=O)Nc3ccc(Br)cc32)CC1 (stereo not drawn)	-3	1	0.8	-13	-6	1.1	1	1	-2	1
COC(=O)c1ccc(N/C=C\C(=O)c2ccc3c(c2)OCO3)cc1	-4	1.1	1.3	-6	100	1.1	0.8	1	16	1
Cc1ncc(CO)c(/C=N/NC(=O)c2ccc(O)cc2)c1O	3	1	1.1	-24	18	1.1	0.9	1	10	1.4
O=C(COC(=O)/C=C/c1ccc(OC(F)F)cc1)Nc1ccc(S(=O)(=O)N2CCCC2)cc1	-1	0.9	0.9	-9	6	1	1	1	-2	0.9
O=C(NCCc1ccccc1)/C(=C/c1ccco1)c1ccccc1	1	1	1	14	-3	1	1	1	-1	1
CCC(Oc1cc(Cl)ccc1Cl)C(=O)NN1C(=O)C2C3CCC(C3=C(C)C)C2C1=O (stereo not drawn)	-2	0.8	0.9	-10	14	1.4	1	1	-4	0.8
O=C(CCN1C(=O)c2ccc([N+](=O)[O-])cc2C1=O)Nc1ccc(O)cc1C(=O)O	-6	1.3	1	-12	-1	1.1	1	1.1	-3	1.2
O=C(NC1CCCCC1)C(c1ccncc1)N(Cc1ccccc1)C(=O)c1ccc(-c2ccccc2)[nH]1 (stereo not drawn)	-8	0.8	1	-10	-23	0.65	1	1.1	-3	0.9
c1ccc2c(-c3[nH]ncc3CNCCCn3ncc4ccccc43)cccc2c1	-4	0.9	1.3	4	-1	0.68	1	1	3	0.9

3 entries out of the list above, arranged by their value in FLuc inhib CS, largest number first:
compound,FLuc inhib CS
O=C(NCCc1ccccc1)/C(=C/c1ccco1)c1ccccc1,-1
O=C(CCN1C(=O)c2ccc([N+](=O)[O-])cc2C1=O)Nc1ccc(O)cc1C(=O)O,-3
CCC(=O)N1CCc2cc(S(=O)(=O)NC(C(=O)NCc3ccc(C)cc3)C(C)C)ccc21 (stereo not drawn),-11

Going on with the list:
SMILES	TNAP inh hi DEA	PMI activator	bIAP activator	TNAP inh noacc	APP 5'UTR act	NF-kB expr up	FLuc act counter	TNAP act hiacc	FLuc inhib CS	PMI act satM6P
N#Cc1ccccc1CSC1=NCCS1	-6	0.8	1	-10	2	1.2	1	1.1	-4	1
CC(C)(C)c1ccc(C(=O)c2c[nH]c(C(=O)NCc3cccs3)c2)cc1	-5	1.1	0.8	2	22	1.2	1.1	1.1	-7	1.1
CCN1CCCC1CNS(=O)(=O)c1cc(Br)cc2c1N(C(=O)C1CC1)CC2 (stereo not drawn)	-5	1	0.9	-9	18	0.85	1.1	1	-8	1
COCCNC(=O)CCn1c(=O)oc2ccccc21	-5	1.1	0.9	-10	5	1.2	1.1	1.1	-6	1
CCOC(=O)C1CN(S(=O)(=O)c2ccc(Cl)cc2)c2cc(S(=O)(=O)CC)ccc2O1 (stereo not drawn)	-3	0.9	0.8	-10	14	1.6	1.1	1	-7	0.9
Cc1ncoc1C(=O)Nc1nccs1	0	0.9	1	-2	0	1.1	1	1	0	0.9
CCCCn1c(SCn2nnc3ccccc3c2=O)nc2cc(C(=O)OC)ccc2c1=O	-3	1	0.9	-2	/	/	1.1	1	-6	0.9
CSc1nnnn1CCn1nnnc1SC	-6	0.9	0.9	-9	12	0.96	1	1.1	-3	1
Cc1cccc(C(=O)N/N=C/c2cc(Br)c(Br)o2)c1	-2	1.1	1	-15	-1	1.5	1	1	-1	1.1
CCC(C)NC(=O)CC(NS(=O)(=O)c1ccc(NC(C)=O)cc1)C(C)C (stereo not drawn)	-1	1.1	1	-5	1	0.99	1	1	-3	1.1
Cc1ccc(S(=O)(=O)Nc2cc(=O)[nH]c(SCC(=O)Nc3ccccc3Cl)n2)cc1	-3	1	1	-3	8	0.98	1	1	-4	1.1
COC(=O)c1nc(NC(=O)c2ccc(C(C)(C)C)cc2)n[nH]1	-5	1.1	1	-13	42	1	1	1.1	2	1
C/C(=C\C(=S)Nc1ccccc1)Nc1ccc2ccccc2c1	12	0.6	1	-9	13	1.4	1	0.9	2	0.4
Nc1nc(-c2ccccc2)c(N=Nc2cccc3ccccc23)s1	37	1	1	27	29	0.83	0.9	0.6	7	1
CCOn1c(=O)c(-c2cccs2)[n+]([O-])c2ccccc21	2	0.9	0.8	-3	5	0.92	1	1	0	0.9

Fetched by compound from the list above (2):
SMILES	TNAP inh hi DEA	PMI activator	bIAP activator	TNAP inh noacc	APP 5'UTR act	NF-kB expr up	FLuc act counter	TNAP act hiacc	FLuc inhib CS	PMI act satM6P
CCOn1c(=O)c(-c2cccs2)[n+]([O-])c2ccccc21	2	0.9	0.8	-3	5	0.92	1	1	0	0.9
CC(C)(C)c1ccc(C(=O)c2c[nH]c(C(=O)NCc3cccs3)c2)cc1	-5	1.1	0.8	2	22	1.2	1.1	1.1	-7	1.1
